# Scp1 inh: inhibitors of human Scp-1 phosphatase; Q9GZU7; Recombinant Scp1, phosphopeptide, malachite green phosphate absorbance; inhibition, % at 20 µM; 340,000 compounds, 0.88% hits; AID 493091;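 active = inhibition above about 50% at 20 µM, limit read from the data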;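 note: plate controls were DMSO wells with enzyme for no effect and wells lacking enzyme for full effect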
# Target sequence (Q9GZU7 76-261 limits assumed): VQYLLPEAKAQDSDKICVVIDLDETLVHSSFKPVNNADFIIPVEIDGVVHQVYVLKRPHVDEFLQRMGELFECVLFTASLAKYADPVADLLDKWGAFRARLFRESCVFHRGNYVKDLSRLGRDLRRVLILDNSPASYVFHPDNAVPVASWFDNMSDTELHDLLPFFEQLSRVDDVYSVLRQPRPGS
#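 Material – SCP-1 phosphatase catalytic domain, residues 76-261 · Buffer or medium – Acidic Tris acetate buffer with magnesium and detergent · Also added – Phospho 17-mer peptide substrate · Compound – single 20 µM dose, 1% DMSO · Times – 45 min room-temperature reaction, 5 min colour, 30 min stabiliser · Technique – Phosphate-binding colour reagent, absorbance read at 630 nm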
# E coli Lon inh: inhibitors of E. coli Lon protease | P0A9M0 | purified E. coli Lon protease, fluorescence polarization | inhibition, % at 7.94 µM | 360,000 compounds, 0.42% hits | AID 602123; in the data active = inhibition above about 13%, passing the limit was not always enough;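 note: 0% = enzyme with probe and DMSO and 100% = no enzyme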
# Target sequence (P0A9M0 whole entry, looked up): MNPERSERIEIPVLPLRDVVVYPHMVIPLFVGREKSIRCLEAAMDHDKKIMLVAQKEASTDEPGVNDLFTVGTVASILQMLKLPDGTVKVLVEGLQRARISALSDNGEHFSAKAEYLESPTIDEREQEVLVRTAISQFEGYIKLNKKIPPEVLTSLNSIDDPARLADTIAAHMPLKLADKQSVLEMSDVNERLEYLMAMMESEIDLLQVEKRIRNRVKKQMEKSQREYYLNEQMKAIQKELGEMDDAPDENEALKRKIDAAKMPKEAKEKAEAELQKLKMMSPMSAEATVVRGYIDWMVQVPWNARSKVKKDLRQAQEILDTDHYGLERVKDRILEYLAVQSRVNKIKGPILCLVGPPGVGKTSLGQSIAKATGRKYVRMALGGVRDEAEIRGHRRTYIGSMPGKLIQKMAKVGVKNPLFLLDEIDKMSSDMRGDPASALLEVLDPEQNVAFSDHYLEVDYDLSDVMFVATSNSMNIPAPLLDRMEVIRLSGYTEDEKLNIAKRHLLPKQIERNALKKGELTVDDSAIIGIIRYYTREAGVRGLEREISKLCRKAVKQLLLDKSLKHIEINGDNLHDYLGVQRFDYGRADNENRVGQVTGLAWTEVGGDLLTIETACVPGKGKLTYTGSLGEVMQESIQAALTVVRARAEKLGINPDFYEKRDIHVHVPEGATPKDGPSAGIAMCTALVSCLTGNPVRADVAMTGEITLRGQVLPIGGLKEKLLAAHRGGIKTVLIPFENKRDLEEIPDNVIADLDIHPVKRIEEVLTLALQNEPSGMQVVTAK
# STEP inh: blocks human striatal-enriched tyrosine phosphatase; P54829; recombinant STEP, OMFP fluorogenic substrate, fluorescence; inhibition, % at 20 µM; 360,000 compounds, 0.25% hits;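 active = inhibition at 20 µM, scaled per plate between control wells, above about 37%, limit read from the data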;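 note: 0% = DMSO with enzyme and substrate and 100% = substrate only without enzyme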
#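 Also added – OMFP at 25 µM · Test system – STEP tyrosine phosphatase · Technique – FITC-channel fluorescence of OMFP product · Schedule – 20 min at room temperature, dark · Evaluation – control-normalized % inhibition with plate pattern correction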
# Tb MetRS inh: blocks T. brucei methionyl-tRNA synthetase activity | purified T. brucei MetRS, ATP depletion, Kinase-Glo luminescence | inhibition, % at 11.9 µM | 360,000 compounds, 0.4% hits | AID 624268;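 active = inhibition above a per-plate cutoff of the control wells' mean inhibition plus 3 SD, cut at about 5.5% in these data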;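 note: 0% = DMSO wells median and 100% = median of wells with control inhibitor compound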
#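 Dosing: 11.9 µM single point; system: parasite MetRS enzyme; technique: luminescence of leftover ATP; times: 15 min enzyme-compound preincubation, 2 h reaction, 10 min detection, 25 °C; replicates: each compound tested once; read-out basis: percent inhibition relative to median high and low control wells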
# CendR NRP1 mod: modulators of CendR peptide binding to human neuropilin-1. O14786. FAM-RPARPAR peptide binding to NRP-1, fluorescence polarization. inhibition, % at 25 µM. 360,000 compounds, 0.85% hits;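 active = inhibition or corrected inhibition above about 18%, plus a signal ratio from 0.5 to 1.5, limit read from the data, passing the limit was not always enough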; note: strong numbers were not always called active
# MsrA inhibitor: bovine MsrA inhibition; inhibition, % at 15.5 µM; AID 651718; 360,000 compounds, 0.75% hits; purified bovine MsrA, absorbance read-out; in the data active = inhibition above about 4.5%;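 note: 0% = vehicle wells with enzyme and 100% = reference inhibitor wells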
# bovine MsrA act: activators of bovine methionine sulfoxide reductase A; purified bovine MsrA, absorbance read-out; activation, % at 10.6 µM; 360,000 compounds, 0.3% hits; AID 602163; in the data active = activation above about 7.5%;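 note: 0% = vehicle and 100% = reference activator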
# LMPTP block: blocks human LMPTP phosphatase. P24666. inhibition, % at 20 µM. recombinant LMPTP-A, OMFP fluorogenic substrate, fluorescence intensity. 360,000 compounds, 0.22% hits. AID 651560;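 active = compounds that cut the enzyme signal by at least half of the control window in the single-dose screen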;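 note: plate controls were DMSO wells with enzyme plus substrate for no effect and substrate without enzyme for full effect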
#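 Assay system: LMPTP-A, protein tyrosine phosphatase of low molecular weight / Medium: pH 6.0 Bis-Tris buffer with DTT and Triton X-100 / Schedule: 50 min enzyme reaction at room temperature, protected from light / Measured by: endpoint fluorescence intensity from OMFP dephosphorylation / Read-out basis: % inhibition relative to no-enzyme and uninhibited control wells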
# DNMT1 inh: DNMT1 (human) enzyme inhibition. DNMT1 molecular beacon, Hinp1I cleavage, fluorescence. inhibition (reported as % activation of signal), % at 10 µM. 360,000 compounds, 0.83% hits. AID 588458; in the data active = inhibition above about 50%
# SUMO1-SIM PPI: alters human SUMO1 binding to SIM partners. inhibition, % at 20 µM. 360,000 compounds, 0.33% hits. SUMO1 binding to a labelled peptide, TR-FRET, 1 h. P63165; in the data active = inhibition above about 37%
# Target sequence (P63165 whole entry, looked up): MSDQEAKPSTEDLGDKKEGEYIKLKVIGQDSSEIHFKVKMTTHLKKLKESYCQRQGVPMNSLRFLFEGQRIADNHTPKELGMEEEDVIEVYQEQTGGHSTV
# Starred values were filed as active, the others as inactive; . = not tested or not shown.
SMILES,Scp1 inh,E coli Lon inh,STEP inh,Tb MetRS inh,CendR NRP1 mod,MsrA inhibitor,bovine MsrA act,LMPTP block,DNMT1 inh,SUMO1-SIM PPI
COc1ccccc1NC(=S)NCc1ccc2c(c1)OCO2,0.7,-0.1,0.2,0.2,-8.0,-1.3,-0.9,-0.6,-0.9,-2.2
Cc1csc(NC(=O)Cc2ccc(Cl)cc2)n1,-6.2,6.7,-0.2,-0.2,0.9,-0.2,-4.3,-0.3,-0.9,2.4
CC(Sc1nnc(N)s1)C(=O)Nc1ccc2c(c1)OCO2 (centres undefined),5.5,9.0,-2.8,-0.7,-4.0,-0.1,-13.7,0.7,-3.4,5.5
O=Cc1ccc(OCc2cn3ccccc3n2)cc1,-4.6,2.1,2.9,-0.2,-9.5,-0.1,-4.8,4.4,-0.5,0.3
Cc1nn(CC(=O)OCC(=O)NCCc2ccc(S(N)(=O)=O)cc2)c(C)c1[N+](=O)[O-],-8.6,-3.9,0.3,-0.3,4.9,1.5,-3.1,-1.0,-5.0,-5.7
Oc1csc(Cc2nc(-c3ccc(-c4ccccc4)cc3)cs2)n1,0.6,-2.8,3.1,0.1,-18.2,0.3,-1.3,0.8,10.2,0.0
COc1ccc(C(C)(O)c2nc(-c3csc4ccccc34)cs2)cc1 (centres undefined),.,2.9,-1.6,0.2,-12.9,0.3,-9.0,0.6,-8.3,-0.4
O=c1c2c(nc3nc(Cc4ccccc4)[nH]n13)CCC2,-5.9,-25.8,-4.0,-1.2,8.9,0.8,-8.6,-0.5,60.5*,-1.0
Cc1cccc(-c2cnc(C(O)c3ccc(-c4ccccc4)cc3)[nH]2)c1 (centres undefined),.,2.6,-1.5,-0.3,-7.7,-0.3,0.1,2.2,-8.4,1.3
CCCNC(=O)[C@H]1N2C(=O)c3c(ccc(OC)c3OC)C2SC1(C)C (some centres undefined),-2.8,7.6,-0.5,-2.0,28.3*,1.2,-10.5,-2.0,-3.8,0.2
O=C(Cc1ccc(Cl)cc1)Nc1ccc(Cl)cn1,-7.7,4.1,-1.0,-1.8,-0.8,-0.4,-1.3,-1.5,3.5,-1.0
CNC(=O)C(=O)N1CCC2(CC1)OCCN2S(=O)(=O)c1ccc(C)cc1,-8.9,4.5,-2.1,0.1,-6.6,1.0,3.3,-0.3,-0.7,-2.0
Cc1cccc(NC(=O)COC(=O)c2c(-c3ccccc3)noc2C)c1,.,8.3,0.3,0.1,-2.5,1.2,0.4,2.3,0.7,-2.8
Cn1cc(-c2coc3c(C(=O)NCc4cccnc4)cccc23)cn1,.,5.3,4.0,0.0,-11.3,0.7,0.7,-0.3,10.7,5.7
COc1ccccc1-c1sc2cc3c(cc2c1C#CC1(O)CCCCC1)OCO3,55.6*,-4.0,-1.8,-0.3,10.3,1.1,-3.2,2.2,-22.8,-1.6
CN(Cc1nccn1C)C(=O)C1CCC(=O)N(Cc2cccc(C(F)(F)F)c2)C1 (centres undefined),-3.5,-2.1,-2.1,0.0,17.3,-0.3,-1.3,-1.5,0.2,0.1
CC(=O)c1ccc(OC(C)C(=O)NC2CCCCC2C)cc1 (centres undefined),-6.1,2.6,-2.2,-0.5,-8.4,-1.4,-0.5,-9.0,3.8,-17.8
CCOC(=O)c1cc2c(ccn2C)n1Cc1ccc(C#N)cc1,-16.6,5.3,-0.6,-0.6,3.4,2.2,-8.2,0.6,-4.7,-1.9
CCOc1ncccc1C(=O)N1CCN(c2cc(Cl)ccc2C)CC1,-8.4,-1.4,3.7,0.2,-2.8,0.4,-3.3,1.3,-0.9,1.1
O=C(O)c1cc(N/N=C/c2ccc3c(c2)OCO3)ccc1Cl,-11.6,2.8,-0.7,-0.3,-0.6,2.6,-1.1,0.5,2.2,7.0
COc1ccc(-n2c(-c3ccc(Br)cc3)c[n+]3c2CCCCC3)cc1,6.7,3.8,0.6,-0.6,-0.5,-0.4,-2.6,0.1,2.0,-1.9
CCOc1ccc2nc(NC(=O)CS(=O)(=O)c3ccccc3)sc2c1,-20.2,-7.9,-2.9,0.1,0.6,1.4,0.1,2.1,1.1,2.7
Cc1ccc(NC2CC(=O)N(Cc3ccccc3)C2=O)cc1 (centres undefined),-0.3,-5.5,-1.4,0.4,1.1,0.9,-4.3,-1.4,0.1,-2.3
CC1(Cc2ccccc2OC(F)(F)F)C(=O)Nc2ccc(OC(F)(F)F)cc21 (centres undefined),.,1.6,1.2,0.1,11.7,0.1,-1.7,1.6,-2.4,2.2
Cc1nc2c(-c3ccccc3)c(C)[nH]n2c(=O)c1Cc1ccccc1,-9.3,-5.6,0.5,0.0,-4.1,0.3,-0.5,1.9,3.9,9.7
# (cont.)
SMILES,Scp1 inh,E coli Lon inh,STEP inh,Tb MetRS inh,CendR NRP1 mod,MsrA inhibitor,bovine MsrA act,LMPTP block,DNMT1 inh,SUMO1-SIM PPI
COc1ccc(CCn2c(=N)c(C(=O)NC3CCCC3)cc3c(=O)n4ccccc4nc32)cc1,6.8,-8.0,-2.1,-0.3,2.9,0.9,-1.4,5.1,-2.2,-23.6
COc1ccc(N(CC(=O)NC2CCCCC2)C(=O)CNC(=O)c2cccs2)cc1,-0.6,-4.5,0.0,-0.1,-0.2,0.3,0.1,-0.3,-0.8,-4.2
Cc1[nH]c2ccccc2c1Cc1nnc(SCC(=O)NCc2ccco2)o1,-8.0,-2.8,-1.1,-0.3,-11.2,0.4,1.7,-0.1,-6.4,9.8
CN(C)S(=O)(=O)c1cccc(-c2nnc(SCC(=O)NCCCCCC(=O)O)n2-c2ccc(F)cc2)c1,17.1,7.5,-0.6,-0.8,12.3,-0.7,-12.3,1.9,3.5,6.0
CCOC(=O)c1c(C)[nH]c(C(=O)C(C)OC(=O)c2oc3ccccc3c2COC)c1C (centres undefined),-2.0,-4.4,0.2,-0.9,-4.2,.,-3.1,-0.1,-3.9,-1.4
COc1ccc(NC(=O)C2Cc3cc(S(=O)(=O)N4CCCCC4)ccc3N2C(C)=O)cc1Cl (centres undefined),-6.2,0.3,0.9,-0.2,3.4,-0.5,-4.3,0.6,-5.4,7.9
CC(O)(c1cccc(F)c1)c1nc(-c2cccc(C(=O)O)c2)cs1 (centres undefined),.,7.8,-1.8,0.0,-4.0,1.4,0.2,-0.3,4.7,4.5
COc1ccccc1C1CCN(C(=O)C2CCCCC2)CC1,-1.1,-3.4,-0.1,-1.5,1.6,0.5,-8.4,2.0,8.9,7.0
COCCCNC(=O)CCn1c(=O)c2ccccc2n(CC(=O)Nc2ccccc2C)c1=O,-7.1,-1.4,-1.8,-2.3,-2.2,0.5,-10.4,-2.5,1.1,-1.1
CCCCCCC(=O)N(O)C1CC(=O)N(c2ccc(Br)cc2)C1=O (centres undefined),-1.2,9.5,2.1,-0.2,-3.8,0.4,-1.5,-0.8,-8.2,0.4
COc1cccc(CNC(=O)C2CCCN(c3nn4c(=O)cc(C)nc4s3)C2)c1OC (centres undefined),-10.8,-1.0,1.6,-0.2,-6.7,0.0,0.8,-0.2,2.4,-1.1
CC1(C)OC2OC3C(CNCCO)OC(c4ccccc4)OC3C2O1 (centres undefined),-7.6,-13.9,-1.8,-0.2,8.2,0.2,-2.6,-2.3,-0.6,0.5
C#CCn1c(S(=O)(=O)Cc2ccc(OC)cc2)nc(-c2ccccc2)c1-c1ccccc1,2.3,8.8,-2.6,0.2,-0.6,0.6,-2.0,2.5,-3.0,2.6
C=CCc1ccccc1OCCNCc1ccccc1,-0.9,-8.3,-1.1,-0.1,-2.5,0.3,1.9,-1.7,1.9,-1.8
COc1ccc(N2CCN(CCCNC(=O)C3CCC(CNc4nc(=S)[nH]c5ccccc45)CC3)CC2)cc1 (centres undefined),-6.9,-8.5,1.1,0.1,3.3,1.7,-6.7,49.8,-4.5,8.2
CS(=O)(=O)N1CCN(Cc2ccccc2C(F)(F)F)CC1,-11.9,0.3,-2.7,-1.1,0.4,-1.1,1.9,-1.4,1.4,-3.2
Cc1ccc(Nc2nc(CSc3nnc(-c4cccnc4)n3-c3ccccc3F)cs2)cc1,0.7,-6.1,2.2,-1.1,-9.2,-0.3,-2.1,-0.8,-14.4,-1.9
COc1cccc(/C=N/NC(=O)c2cc(-c3cccn3C)n[nH]2)c1,4.2,-6.8,3.4,-0.3,15.6,1.7,-1.4,1.6,-12.1,1.6
CC(CCc1ccc(O)cc1)NC1C2CC3CC(C2)CC1C3 (centres undefined),-4.6,7.4,-3.4,0.5,0.5,-0.7,-2.7,-0.8,-0.6,0.8
CN1CCN(CCNC(=O)c2ccc3nc(-c4ccc(F)cc4)c(-c4ccc(F)cc4)nc3c2)CC1,-3.5,-15.3,3.9,-0.1,9.7,1.8,-0.6,-5.8,0.4,-32.8
COc1ccc(/C=N/NC(=O)Cn2nc(C)c([N+](=O)[O-])c2C)cc1,-3.7,-2.3,2.0,-0.2,5.4,0.2,0.9,-2.2,2.7,1.4
COc1ccc(C(=O)NC(=S)NNC(=O)c2ccco2)cc1,-10.1,-0.8,2.3,0.1,-5.9,1.3,0.3,-2.1,-1.0,0.4
Cc1cc(C)cc(NS(=O)(=O)c2ccc(NC(=S)NC(=O)c3cccs3)cc2)c1,-10.3,-7.1,3.0,-0.8,6.1,1.6,-10.5,4.1,-30.4,-0.7
COc1ccc(NC(=O)COC(=O)c2ccc(Br)o2)cc1OC,-4.2,2.9,2.5,-0.5,-4.6,-1.0,-11.1,-1.5,-1.4,2.2
C#CCOc1c(/C=C\c2nc(O)c([N+](=O)[O-])c(=O)[nH]2)cc(Br)cc1OC,6.4,-2.4,0.0,-0.3,-56.6,2.9,-10.9,0.3,5.3,-5.8
O=C(Nc1nccs1)C1CCN(S(=O)(=O)c2ccccc2)CC1,1.4,-9.3,-0.3,-0.1,-5.0,0.3,-1.8,-0.7,0.3,3.0

# Laid out differently: entries from further up
structure | Scp1 inh | E coli Lon inh | STEP inh | Tb MetRS inh | CendR NRP1 mod | MsrA inhibitor | bovine MsrA act | LMPTP block | DNMT1 inh | SUMO1-SIM PPI
COc1ccccc1-c1sc2cc3c(cc2c1C#CC1(O)CCCCC1)OCO3 | 55.6* | -4.0 | -1.8 | -0.3 | 10.3 | 1.1 | -3.2 | 2.2 | -22.8 | -1.6
Cc1ccc(Nc2nc(CSc3nnc(-c4cccnc4)n3-c3ccccc3F)cs2)cc1 | 0.7 | -6.1 | 2.2 | -1.1 | -9.2 | -0.3 | -2.1 | -0.8 | -14.4 | -1.9

# Just STEP inh and E coli Lon inh (5 entries from above):
Compound | STEP inh | E coli Lon inh
COc1cccc(/C=N/NC(=O)c2cc(-c3cccn3C)n[nH]2)c1 | 3.4 | -6.8
CC(CCc1ccc(O)cc1)NC1C2CC3CC(C2)CC1C3 (centres undefined) | -3.4 | 7.4
CN1CCN(CCNC(=O)c2ccc3nc(-c4ccc(F)cc4)c(-c4ccc(F)cc4)nc3c2)CC1 | 3.9 | -15.3
COc1ccc(/C=N/NC(=O)Cn2nc(C)c([N+](=O)[O-])c2C)cc1 | 2.0 | -2.3
COc1ccc(C(=O)NC(=S)NNC(=O)c2ccco2)cc1 | 2.3 | -0.8
